From PubChem BioAssay
Rab9 prom act: qHTS Assay for Rab9 Promoter Activators. Potency, µM (top dose mostly 9.22 µM), without a hit: at the top dose activation, negative = inhibition, actives largely listed as activators. Huh7 Rab9 promoter-luciferase reporter, luminescence, 24 h. AID 485297, 2010. hit rate 2.8% among 320,000; also: potency is read from the fitted curve at half-maximal effect; % of control where 0% means no effect; nearly all actives have a fitted effect of over 60% in size
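Cell-based reporter: Huh7 stable for Rab9 promoter-driven luciferase, plated in reduced-serum medium with 10% FBS at 1500 cells/well, compound-treated 24 h at 37 °C, luminescence read after 10 min reagent.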
KCNH2 3.1 block: qHTS for Inhibitors of KCHN2 3.1: Mutant qHTS. activity change, % (tested at about 1.8 µM). Potassium voltage-gated channel subfamily H member 2, brain isoform KCNH2 3.1 (human). U2OS KCNH2 3.1, thallium flux FluxOr; stronger effect = lower value. hit rate 0.95% among 340,000;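 active = maximum activity change below -70%; inconclusive = maximum activity change from -70% to -50%; inactive = maximum activity change above -50%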;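 also: thallium influx rate constant from kinetic fluorescence after stimulation buffer; % is scaled to controls: 0 for no effect and ±100 for the full control effect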
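We transduce U2OS cells with the mutant 3.1 virus, culture them overnight, load FluxOr with Red40 quencher for 45 min, then add stimulation buffer and read kinetically for 2 min to derive a normalized rate constant.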
NPC1 prom act: qHTS Assay for NPC1 Promoter Activators; AID 485313, 2010; Potency, µM (doses to about 9.22 µM), without a hit: at the top dose activation, actives largely listed as activators; Huh7 NPC1 promoter luciferase reporter, 24 h; hit rate 2.4% among 320,000;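 also: potency is read from the fitted curve at half-maximal effect; % of control where 0% means no effect; nearly all actives have a fitted effect of over 60% in size; reporter is driven by a mutant NPC1 promoter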
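Luciferase expression driven by the NPC1 promoter was measured in stably transfected Huh7 cells after a 24 h compound incubation, using a luciferase reagent and a luminescence read.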
PKM2 act: qHTS Assay for Activators of Human Muscle isoform 2 Pyruvate Kinase. Pyruvate kinase PKM (Homo sapiens), P14618. purified PKM2, Kinase-Glo ATP luminescence, activation; response scale: 0% is enzyme alone, no compound. Potency, µM (top dose mostly 57.5 µM), for inactives: top-dose activation, most hits filed as activators. hit rate 0.34% among 260,000. AID 1631, 2009; also: potency is read from the fitted curve at half-maximal effect; % is scaled to controls: 0 for no effect and ±100 for the full control effect; nearly all actives have a fitted effect of over 55% in size
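ATP formation by purified human PK-M2, quantified via coupled luciferase luminescence after 1 h at room temperature with 0.1 mM ADP and 0.5 mM PEP final.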
Menin-MLL TR inh: qHTS Assay for Inhibitors Targeting the Menin-MLL Interaction in MLL Related Leukemias: Competition With Texas Red Labeled MLL-derived Mutant Peptide. Potency, µM (doses to about 61.6 µM), without a hit: at the highest dose FP activity change, negative = inhibition, usual class: inhibitors. O00255. Menin + Texas Red MLL mutant peptide, fluorescence polarization. hit rate 0.23% among 270,000; active = well fitted inhibition curve with a large enough effect in the polarisation, with a control signal flat, not every such curve was filed as active; inconclusive = small, poorly fitted or top-dose-only effect, or effect the other way, or a change in a side signal; inactive = no such curve, though single readings can be large or run the other way; the % refers to the polarisation; also: potency is read from the fitted curve at half-maximal effect; % of control where 0% means no effect; many of its hits are not listed in these tables
Gal4-VP16 FLuc: VP16 counterscreen qHTS for inhibitors of ROR gamma transcriptional activity; Drosophila S2 Gal4-VP16 UAS-luciferase, luminescence, 20 h; Potency, µM (series often up to 53.6 µM), inactives show at the highest dose activity, negative = inhibition, most hits filed as inhibitors; hit rate 3.5% among 310,000;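 also: Gal4-VP16 expression switched on by copper sulfate through the metallothionein promoter; potency is read from the fitted curve at half-maximal effect; % is scaled to controls: 0 for no effect and ±100 for the full control effect; nearly all actives have a fitted effect of over 50% in size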
RORgamma inh: qHTS for inhibitors of ROR gamma transcriptional activity; Drosophila S2 Gal4-RORgamma UAS-luciferase reporter, 20 h; Potency, µM (titrated, usually from 53.6 µM), without a hit: at the highest dose activity change, negative = inhibition, hits mostly inhibitors; hit rate 5.4% among 310,000; AID 2551, 2010; also: potency is read from the fitted curve at half-maximal effect; % is scaled to controls: 0 for no effect and ±100 for the full control effect; nearly all actives have a fitted effect of over 60% in size
Target sequence (P51450 whole entry, looked up, the tested form may be a part): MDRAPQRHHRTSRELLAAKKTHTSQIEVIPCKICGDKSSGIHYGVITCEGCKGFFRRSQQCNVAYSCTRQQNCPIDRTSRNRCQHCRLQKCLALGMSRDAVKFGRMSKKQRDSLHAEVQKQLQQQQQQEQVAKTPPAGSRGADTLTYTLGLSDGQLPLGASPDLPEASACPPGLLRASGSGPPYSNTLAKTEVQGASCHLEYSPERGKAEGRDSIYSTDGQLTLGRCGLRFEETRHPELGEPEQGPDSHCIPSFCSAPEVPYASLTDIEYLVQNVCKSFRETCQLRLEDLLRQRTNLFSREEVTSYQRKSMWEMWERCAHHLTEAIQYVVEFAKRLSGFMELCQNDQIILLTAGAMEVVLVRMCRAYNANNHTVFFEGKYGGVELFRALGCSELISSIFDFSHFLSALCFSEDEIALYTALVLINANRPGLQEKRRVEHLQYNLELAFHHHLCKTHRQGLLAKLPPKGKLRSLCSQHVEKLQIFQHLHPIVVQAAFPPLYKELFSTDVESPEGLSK
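Drosophila Schneider cells stably carrying a metallothionein-driven Gal4 DBD–ROR gamma fusion and a UAS-Photinus luciferase reporter were exposed to compound for 1 hr, then induced with copper sulfate (700 uM final) for 20 hr at ambient temperature before luminescence reading.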
MBNL1-CUG inh: qHTS Assay for Inhibitors of MBNL1-poly(CUG) RNA binding; Muscleblind-like protein 1 (Homo sapiens), Q9NR56; TR-FRET MBNL1-His/biotin-(CUG)12 binding, 665/545 ratio; Potency, µM (series often up to 57.5 µM), for the others: at the highest dose activity change, negative = inhibition, hits mostly inhibitors; hit rate 0.036% among 280,000; active = well fitted inhibition curve with a large enough effect in the signal ratio, with a control signal flat, not every such curve was filed as active; inconclusive = small, poorly fitted or top-dose-only effect, or effect the other way, or a change in a side signal; inactive = no such curve, though single readings can be large or run the other way; the % refers to the signal ratio; also: potency is read from the fitted curve at half-maximal effect; % is scaled to controls: 0 for no effect and ±100 for the full control effect
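Compounds (final 92 nM to 58 uM) are added to His-tagged MBNL1 and biotin-(CUG)12, then terbium anti-His antibody and streptavidin-XL665 (5 nM final). After 60 min at room temperature, the 665/545 nm ratio is read.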
FLuc modulator: qHTS profiling assay for firefly luciferase inhibitor/activator using purifed enzyme and Km concentrations of substrates (counterscreen for miR-21 project); Luciferin 4-monooxygenase (Photinus pyralis), P08659; purified FLuc, Km substrates, luminescence inhibition; Potency, µM (highest dose often 57.5 µM), for inactives: top-dose activity change, negative = inhibition, hits mostly inhibitors; hit rate 6.9% among 360,000;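 also: potency is read from the fitted curve at half-maximal effect; plate controls were vehicle for no effect and reference inhibitor for full effect; nearly all actives have a fitted effect of over 55% in size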
Target sequence (P08659 whole entry, looked up): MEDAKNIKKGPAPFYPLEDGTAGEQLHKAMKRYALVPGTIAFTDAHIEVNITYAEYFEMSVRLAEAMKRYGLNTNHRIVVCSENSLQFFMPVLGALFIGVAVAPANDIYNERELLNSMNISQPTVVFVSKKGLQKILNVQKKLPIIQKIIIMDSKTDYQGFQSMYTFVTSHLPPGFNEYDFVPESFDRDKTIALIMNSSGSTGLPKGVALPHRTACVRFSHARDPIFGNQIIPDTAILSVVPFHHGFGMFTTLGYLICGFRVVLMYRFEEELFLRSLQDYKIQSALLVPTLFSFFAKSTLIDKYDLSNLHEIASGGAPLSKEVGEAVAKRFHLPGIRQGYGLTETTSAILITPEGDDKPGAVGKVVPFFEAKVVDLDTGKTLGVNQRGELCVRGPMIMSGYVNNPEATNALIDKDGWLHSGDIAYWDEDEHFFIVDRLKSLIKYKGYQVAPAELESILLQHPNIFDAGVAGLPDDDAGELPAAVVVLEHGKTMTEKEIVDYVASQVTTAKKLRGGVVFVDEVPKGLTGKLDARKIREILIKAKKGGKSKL
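Purified P. pyralis luciferase, 10 nM final, with Km-level 10 uM D-luciferin and 10 uM ATP in 50 mM Tris acetate pH 7.5, 10 mM Mg acetate, 0.01% Tween-20, 0.05% BSA; 6-point qHTS titration about 60 µM downward; luminescence read.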
ELG1 repair inh: qHTS screen for small molecules that inhibit ELG1-dependent DNA repair in human embryonic kidney (HEK293T) cells expressing luciferase-tagged ELG1. Potency, µM (highest dose often 46.1 µM), for the others: at the top dose activity change, negative = inhibition, actives largely listed as inhibitors. hit rate 2.3% among 330,000. HEK293T ELG1-luciferase reporter, luminescence, 16 h; DNA damage induced by 5-fluorouridine; also: potency is read from the fitted curve at half-maximal effect; % is scaled to controls: 0 for no effect and ±100 for the full control effect; nearly all actives have a fitted effect of over 55% in size
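Overnight (16 hr) co-exposure of 2,000 cells/well to 5-fluorouridine and compound at 37 °C preceded detection. Luciferase was quantified via ONE-Glo luminescence; loss of signal denotes inhibition.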
Mito fusion act: qHTS Assay for Small Molecule Inhibitors of Mitochondrial Division or Activators of Mitochondrial Fusion. S. cerevisiae fusion-defective mutant growth rescue, CellTiterGlo 48 h. Potency, µM (titrated, usually from 46.1 µM), for the others: top-dose growth rescue (activation), most hits filed as activators. hit rate 0.23% among 320,000. AID 485298, 2010;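 also: potency is read from the fitted curve at half-maximal effect; % of control where 0% means no effect; nearly all actives have a fitted effect of over 45% in size; temperature-sensitive fusion mutants such as fzo1-1 at 37 °C on non-fermentable ethanol glycerol medium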
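S. cerevisiae fusion-defective temperature-sensitive mutants (e.g. fzo1-1, mgm1-5) grown 48 h at 37C in YPEG (ethanol/glycerol non-fermentable) medium with 23 nl compound per well; growth rescue read as CellTiterGlo luminescence.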
* = called active by the depositor; ? = inconclusive; . = no result given; [ ] = another dose, or the depositor's remark. Unless noted, calls follow the shape of the dose curve; as a rule, active = well fitted curve in the direction sought with a large enough effect; inconclusive = small, poorly fitted or top-dose-only effect, or another doubt; inactive = no such curve, though single readings can be large; an effect the other way counts as inactive or inconclusive. The list is partial (hit frequency here may not be typical).

SMILES	Rab9 prom act	KCNH2 3.1 block	NPC1 prom act	PKM2 act	Menin-MLL TR inh	Gal4-VP16 FLuc	RORgamma inh	MBNL1-CUG inh	FLuc modulator	ELG1 repair inh	Mito fusion act
CCOC(=O)c1sc(=S)n(C)c1NC(=O)c1cccc(Br)c1	1%	9	-1%	-5%	.	-2%	34%	15%	-18%	13µM*	-8%
CCN(CC)c1ccc(NC(=O)COc2ccc(C)cc2)cc1	7%	-5	1%	-9%	-2%[11.7 µM]	16%	34%	0%	-4%	-1%	-3%
Cc1cc(NC(=O)c2ccc(Br)cc2)nc(C)n1	-3%	0	0%	-3%	-11%	-4%	17%	-12%	?	17%	-1%
COc1ccc(S(=O)(=O)C(C#N)c2nc3ccccc3nc2N2CCCC(C)C2)cc1 (centres undefined)	-3%	-7	-2%	7%	?	-3%	63%	19%	4%	?	19%
CCNS(=O)(=O)c1ccc(NC(=O)c2ccc(Cn3cc([N+](=O)[O-])cn3)o2)cc1	-2%	-6	10%	18µM*	?	-15%	4%	1%	-9%	?	2%
CC(C(=O)Nc1ccccc1)N(C)Cc1cccs1 (centres undefined)	1%	-6	-4%	.	-10%	-12%	?	4%	0%	2%	0%
O=C(Nc1ccccc1-c1ccccc1)c1ccco1	5%	-4	0%	-1%	-5%	2%	1%	-5%	1%	2%	2%
COc1cc(CN2CCCN(C)CC2)cc([N+](=O)[O-])c1O	9%	10	2%	3%	-19%	4%	18%[1.91 µM]	?	0%	-11%	-1%
Cc1ccc(C(=O)OC(C)C(=O)NCc2ccc3c(c2)OCO3)cc1S(=O)(=O)N1CCOCC1 (centres undefined)	-7%	-6	-5%	.	.	-16%	23%	-4%	-1%	?	0%
O=c1c2ccccc2nc2n1C(CSc1ccccc1)CS2 (centres undefined)	-1%	7	-4%	0%	-15%	-19%	10%	-3%	-2%	0%	1%

Ordered by the number under Rab9 prom act (low to high): some entries from above
SMILES | Rab9 prom act
Cc1ccc(C(=O)OC(C)C(=O)NCc2ccc3c(c2)OCO3)cc1S(=O)(=O)N1CCOCC1 (centres undefined) | -7%
COc1ccc(S(=O)(=O)C(C#N)c2nc3ccccc3nc2N2CCCC(C)C2)cc1 (centres undefined) | -3%
O=c1c2ccccc2nc2n1C(CSc1ccccc1)CS2 (centres undefined) | -1%
COc1cc(CN2CCCN(C)CC2)cc([N+](=O)[O-])c1O | 9%

Continued.
SMILES	Rab9 prom act	KCNH2 3.1 block	NPC1 prom act	PKM2 act	Menin-MLL TR inh	Gal4-VP16 FLuc	RORgamma inh	MBNL1-CUG inh	FLuc modulator	ELG1 repair inh	Mito fusion act
Cc1cc(C)c(OCC(=O)Nc2nnc(-c3ccco3)o2)c(C)c1	-7%	31	-3%	5%	9%	?	13µM*	-4%	?	-10%	1%
CCc1cc(/C(Cc2csc(C)n2)=N/O)c(O)cc1O	-16%	9	-1%	-2%	30%	?	-40%	-9%	0%	?	0%
CC(=O)N1CCc2cc(S(=O)(=O)NC(C(=O)NCc3ccccc3)C(C)C)ccc21 (centres undefined)	-2%	21	-1%	-3%	17%	-2%	24%	-10%	1%	9%	-8%
Cc1ccc(-c2nc3cnccn3c2Nc2ccc3c(c2)OCCO3)o1	-2%	-3	-4%	?	10%	.	-12%[0.365 µM]	?	?	?	1%
CSCC[C@H](NC(=O)N1C[C@H]2C[C@@H](C1)c1cccc(=O)n1C2)C(=O)Nc1ccc(NC(C)=O)cc1	0%	-8	-2%	-5%	-24%	-4%	-11%	-2%	5%	8%	3%
C=CCn1c(SCC(=O)c2ccc(CNC(C)=O)o2)nc2scc(C3CC3)c2c1=O	-4%	4	-3%	18%	?	-23%	1%	2%	-1%	-2%	-3%
COc1ccccc1Cn1c(=O)[nH]c2cccnc21	2%	12	-5%	0%	1%	-8%	-9%	-3%	13%	-1%	0%
O=C(NCc1ccc2c(c1)OCO2)C(c1ccco1)N(C(=O)c1csnn1)c1ccccc1 (centres undefined)	5%	3	-3%	-6%	-5%	-1%	27%	-17%	1%	?	-3%
Cc1ccccc1OCCNC(=O)CNC(=O)c1ccccc1O	0%	.	2%	2%	26%	-7%	?	4%	1%	13%	2%
O=C(CCNC(=O)N1CCn2c1nc1ccccc12)NCc1ccc(Cl)cc1	-2%	-2	-3%	1%	-8%	5%	24%	0%	-2%	?	4%
CN1CCC(=NNC(=O)C(=O)NC(C)(C)C)CC1	-1%	11	0%	-3%	5%	11%	-7%	0%	4%	1%	-4%
CCN(CC)S(=O)(=O)c1ccc(C(=O)NC2=NCCS2)cc1	2%	1	-1%	1%	?	-3%	-18%	1%	1%	14%	2%
CCCCNc1nnc(Cc2ccc(Cl)cc2)c(=O)[nH]1	-7%	-1	-2%	.	-2%	3%	23%	-1%	1%	-3%	10%
Cc1ccccc1N1CCN(S(=O)(=O)N(C)C)CC1	-1%	11	0%	-3%	-25%	-18%	4%	-3%	0%	-2%	0%
O=C(Nc1ccccc1N1CCOCC1)C1(c2ccc(Cl)cc2)CCC1	-5%	5	0%	5%	-8%	0%	13%	-3%	-7%	?	6%
CC(C)(C)OC(=O)N1CCN(C(=O)Cn2cc(CCO)nn2)CC1	-1%	18	0%	5%	25%	-6%	0%	5%	1%	9%	-2%
CCOC(=O)CCCNC(=O)CN1C(=O)NC(c2ccccc2)(c2ccccc2)C1=O	-4%	-19	1%	-1%	-14%	4%	3%	2%	2%	-1%	-8%
COc1ccc(-c2nnc(SCC(=O)Oc3ccc(C)cc3)o2)cc1	0%	-24	0%	2%	4%	?	?	10%	?	12%	-16%
O=c1cc(N2CCc3ccccc32)[nH]c(=O)n1-c1ccc(Cl)cc1	-1%	8	-1%	0%	5%	-7%	7%	-9%	?	9%	13%
CN1CCN(S(=O)(=O)Cc2ccc(Cl)cc2)CC1	-1%	-3	-1%	-2%	.	-4%	-4%	-8%	-1%	7%	5%
COC(=O)c1ccc(CSc2nnc(CS(=O)Cc3ccc(Br)cc3)n2-c2ccccc2)cc1 (centres undefined)	-18%	-9	-9%	2%	-3%	-11%	?	4%	2%	?	10%
CSc1nc(-c2ccc(N(C)C)cc2)c(C#N)c(=O)n1C	?	12	?	9%	3%	22%	13%	?	12µM*	?	4%
CC(=O)N(C)c1ccc(NC(=O)/C=C/c2ccccc2Cl)cc1	?	9	29%	3%	35%[activator]	18µM*	1.1µM*	?	6µM*	?	1%
Cc1cccc(N2C(=O)C(O)=C(C(=O)c3cccs3)C2c2ccc(C(C)C)cc2)n1 (centres undefined)	-1%	0	-3%	-4%	.	-4%	10%	11%	-3%	9%	10%
COc1ccc2[nH]c(=O)c(CN(Cc3nnnn3Cc3ccccc3)CC3CCCO3)cc2c1 (centres undefined)	-4%	5	1%	1%	1%	23%	0%	7%	3%	?	5%

Quoted at random: two entries already listed, in no set order.
SMILES	Rab9 prom act	KCNH2 3.1 block	NPC1 prom act	PKM2 act	Menin-MLL TR inh	Gal4-VP16 FLuc	RORgamma inh	MBNL1-CUG inh	FLuc modulator	ELG1 repair inh	Mito fusion act
CN1CCN(S(=O)(=O)Cc2ccc(Cl)cc2)CC1	-1%	-3	-1%	-2%	.	-4%	-4%	-8%	-1%	7%	5%
COc1ccc(-c2nnc(SCC(=O)Oc3ccc(C)cc3)o2)cc1	0%	-24	0%	2%	4%	?	?	10%	?	12%	-16%
